HSF-1 GFP decrease: GFP reporter loss versus dox-driven RFP – NIH3T3 R4 cells, cherry-pick, set 3, dose response (AID 493083); NIH3T3 R4 HSF-1 GFP reporter, heat shock, 48 h; activity change, negative = inhibition, % at the top dose, mostly 19.5 µM; hits show AC50 in µM; 2,400 compounds, 4% hits;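 active = compounds lowering signal whose fitted AC50 is at most ten times the top tested dose; inconclusive = flat fit with moderate inhibition, or poor curve fit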;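 note: 0% = neutral control wells and -100% = didemnin B positive control; many of its hits are not listed in these tables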
An asterisk follows results filed as active. Not all compounds are listed; the hit share may differ from the screen's.

`CCn1c(S(=O)(=O)O)nc2ccccc21` gave HSF-1 GFP decrease -7%.
CCOc1ccccc1NC(=O)Cn1c(-c2ccc(Cl)cc2)noc1=O was read as HSF-1 GFP decrease 22%.
Cc1cc(C)cc(SCc2noc(C(=O)NCc3ccccc3)c2C(=O)NCc2ccccc2)c1 was read as HSF-1 GFP decrease -2%.
`COc1cc(NS(=O)(=O)c2ccc(NC(=O)/C=C/C(=O)O)cc2)nc(OC)n1` gave HSF-1 GFP decrease 10%.
For Cn1ncc2c(O/N=C(\N)c3ccc(C(C)(C)C)cc3)ncnc21 the results were HSF-1 GFP decrease 16%.
Screening COc1cccc(N2C(=O)N(c3ccccc3)C3CS(=O)(=O)CC32)c1 (centres undefined) returned HSF-1 GFP decrease -2%.
Screening COc1ccc(OCCN2C(=O)c3ccccc3C2=O)cc1 returned HSF-1 GFP decrease -8%.
`CC(C)CC(=O)Nc1c2c(nn1-c1ccc(F)cc1)CS(=O)C2` (centres undefined) gave HSF-1 GFP decrease -8%.
For COc1ccccc1C1NC(=O)CCC1[N+](=O)[O-] (centres undefined) the results were HSF-1 GFP decrease 2%.
Screening COc1ccccc1N1CCN(Cc2cc(Br)c(O)c3ncccc23)CC1 returned HSF-1 GFP decrease 13%.
`COc1cccc(CN(C)CC2CCCN(CCc3ccc(Cl)cc3)C2)c1OC` (centres undefined) gave HSF-1 GFP decrease -2%.
Screening CCOc1ccccc1N1CCN(CC(=O)NC(C)c2ccccc2)CC1 (centres undefined) returned HSF-1 GFP decrease -1%.
`CCCCOc1ccc(N2CC(C(=O)NCCc3ccc(OC)c(OC)c3)CC2=O)cc1` (centres undefined) gave HSF-1 GFP decrease 1%.
Screening O=C(NC(=S)N1CCN(c2c(Cl)cccc2[N+](=O)[O-])CC1)c1cccs1 returned HSF-1 GFP decrease -2%.
For CN(C)S(=O)(=O)c1ccc(-c2csnn2)s1 the results were HSF-1 GFP decrease 0%.
COC(=O)c1cc(S(=O)(=O)NCc2ccc(F)cc2)cn1C was read as HSF-1 GFP decrease -1%.
For N#Cc1cccc(C#N)c1Oc1ccc(S(=O)(=O)Nc2ccc(Cl)cc2)cc1 the results were HSF-1 GFP decrease 28%.
Screening CCCOc1ccc(/C(O)=C2/C(=O)C(=O)N(CCN(C)C)C2c2ccc(O)c(OC)c2)cc1 (centres undefined) returned HSF-1 GFP decrease 6%.
Screening Cc1ccc2c(c1)c1c(n2CC(O)CN2CCOCC2)CCCC1 (centres undefined) returned HSF-1 GFP decrease -3%.
`Cc1cc(C)n(C(CC(=O)O)C(=O)O)n1` (centres undefined) gave HSF-1 GFP decrease 1%.
Screening CCOC(=O)C1C(=O)OC(C)(C)C1C(C)C(=O)c1ccc(C)cc1 (centres undefined) returned HSF-1 GFP decrease 0%.
`O=C1Cc2ccccc2C(=O)N1c1cccc(Cl)c1` gave HSF-1 GFP decrease 4%.
For Cc1ccccc1OCCC(=O)OCC(=O)N1c2ccccc2NC(=O)C1(C)C the results were HSF-1 GFP decrease -1%.
`CC(=O)NCC1=C(NC(C)=O)C2CC1C(C)(C)C2C` (centres undefined) gave HSF-1 GFP decrease -6%.
Screening CC1CCCCN1S(=O)(=O)c1ccc(C(=O)Nc2sccc2C(N)=O)cc1 (centres undefined) returned HSF-1 GFP decrease 17%.
`Cc1ccc(-n2ncc(Br)c(Br)c2=O)cc1` gave HSF-1 GFP decrease -70%.
O=S1(=O)N[C@H](c2ccccc2)C[C@H](c2ccc(C(F)(F)F)cc2)O1 was read as HSF-1 GFP decrease 2%.
`CCOc1ccccc1C(=O)Nc1ccc(NC(=O)c2ccccc2)cc1` gave HSF-1 GFP decrease 1%.
Screening COc1ccc(N2CCN(C(=O)Cc3ccc(-n4c(=O)[nH]c5ccccc5c4=O)cc3)CC2)cc1 returned HSF-1 GFP decrease -3%.
Screening CC(=O)NCCNC(=O)c1ccc(CSc2nc3ccccc3s2)cc1 returned HSF-1 GFP decrease 20%.
For COc1ccc(CC(C)Nc2cccc(SC)c2)cc1 (centres undefined) the results were HSF-1 GFP decrease 14%.
For Cc1nn2c(CN(C(=O)CN3CCOCC3)c3ccccc3)nnc2c2ccccc12 the results were HSF-1 GFP decrease -2%.
Screening CN=c1scc(-c2cccs2)n1/N=C/c1ccccc1O returned HSF-1 GFP decrease 22%.
`N#CCCCC#Cc1ccc2c(c1)COc1c3ccccc3nn1-2` gave HSF-1 GFP decrease 13%.
Screening Cc1cc(S(=O)(=O)Nc2ccc(C(=O)NCC(C)(C)N3CCOCC3)cc2)ccc1F returned HSF-1 GFP decrease 3%.
For CCN(CC)C(=O)COC(=O)c1ccc(C)c(NC(=O)c2ccco2)c1 the results were HSF-1 GFP decrease -11%.
For O=C(COC(=O)/C=C/c1ccc(C(F)(F)F)cc1)NC1CC1 the results were HSF-1 GFP decrease inactive.
COc1ccc(C2=NCCn3nc4cc([N+](=O)[O-])ccc4c32)cc1 was read as HSF-1 GFP decrease 4%.
`COc1ccccc1-c1nnc(SC2CCc3ccccc3NC2=O)s1` (centres undefined) gave HSF-1 GFP decrease 17%.
`Cc1cc(C)c(NC(=O)Nc2ccc3c(c2)OCO3)c(C)c1` gave HSF-1 GFP decrease 11%.
Screening Fc1ccccc1N1CCN(Cc2cc(-c3ccccc3)on2)CC1 returned HSF-1 GFP decrease 7%.
Cc1ccc2[nH]c(=O)c(CN(C(=O)c3cccc([N+](=O)[O-])c3)C(C)C)cc2c1 was read as HSF-1 GFP decrease -5%.
Screening O=[N+]([O-])c1ccccc1Nc1cccnc1 returned HSF-1 GFP decrease -4%.
Cn1c(=O)c2c(nc(Oc3cccc(O)c3)n2C)n(C)c1=O was read as HSF-1 GFP decrease -8%.
For CCOC(=O)c1cc(C#N)c(NCc2ccccc2)nc1C the results were HSF-1 GFP decrease -2%.
`O=Cc1c(-c2ccc(Cl)cc2)oc2ccc(O)cc12` gave HSF-1 GFP decrease -6%.
C=CCn1c(SCC(=O)NCCc2ccccc2)nnc1C(C)NC(=O)c1cccs1 (centres undefined) was read as HSF-1 GFP decrease 8%.
CCCCC(=O)Nc1sc(C(=O)N(CC)CC)c(C)c1C(=O)OC was read as HSF-1 GFP decrease 8%.
For CCc1ccccc1-n1c(SCC(=O)Nc2ccc3c(c2)OCCO3)nc2[nH]ncc2c1=O the results were HSF-1 GFP decrease -1%.
`CNC(=S)N(CCc1c(C)[nH]c2ccc(C)cc12)Cc1cc(OC)c(OC)c(OC)c1` gave HSF-1 GFP decrease 7%.
Screening O=c1c2ccccc2sc2ccc(C#CC3(O)CCCCC3)cc12 returned HSF-1 GFP decrease 11%.
`COc1ccccc1-n1ccnc(SCC(=O)NCc2ccccc2)c1=O` gave HSF-1 GFP decrease 2%.
O=C(Nc1ccc([N+](=O)[O-])cc1)C1(c2ccccc2)CCOCC1 was read as HSF-1 GFP decrease 7%.
`COc1ccc(C(=O)c2c(C(F)(F)F)oc3c2C(=O)c2ccccc2C3=O)cc1` gave HSF-1 GFP decrease inconclusive.
`CN1CCc2c(sc3c2C(=O)NC(c2ccc(-c4ccc(Cl)cc4)o2)N3)C1` (centres undefined) gave HSF-1 GFP decrease 113%.
For CCc1ccc(NC(=O)CSc2ccc(-c3cccnc3)nn2)cc1 the results were HSF-1 GFP decrease 3%.
CC(=O)Nc1ccc(SCC(=O)N2CCN(S(=O)(=O)c3ccccc3)CC2)cc1 was read as HSF-1 GFP decrease 2%.
`COc1cc(C(=O)NC2CCN(Cc3nnnn3Cc3cccs3)CC2)cc(OC)c1OC` gave HSF-1 GFP decrease -3%.
CC(C)Cn1c(N2CCN(C(=O)/C=C/c3ccccc3)CC2)nc2ccccc21 was read as HSF-1 GFP decrease 4%.
Screening COc1nn(-c2ccccc2)c(=O)c(Cl)c1Cl returned HSF-1 GFP decrease inconclusive.
O=C(NC1=NCCS1)C1COc2ccccc2O1 (centres undefined) was read as HSF-1 GFP decrease -7%.
`Cc1csc(NC(=O)CSc2ccc(-c3ccccc3)nn2)n1` gave HSF-1 GFP decrease 4%.
Screening CCc1ccccc1NC(=O)CSc1nnc(-c2ccncc2)o1 returned HSF-1 GFP decrease 6%.
Cc1cc(C)n(-c2ccc(NC(=O)C3CCCCN3C(=O)c3ccoc3C)cc2)n1 (centres undefined) was read as HSF-1 GFP decrease 7%.
For COc1ccc(Cl)cc1S(=O)(=O)N1CCC(C(=O)NCCc2ccccc2)CC1 the results were HSF-1 GFP decrease -5%.
`CC(C)c1ccc(NC(=O)Nc2cc3sccc3n2C)cc1` gave HSF-1 GFP decrease 5%.
Screening O=C(CCN1C(=O)/C(=C/c2ccc(F)cc2)SC1=S)NCCCn1ccnc1 returned HSF-1 GFP decrease 13%.
O=C1CCC2S/C(=C/Nc3ccc(C(F)(F)F)cc3)C(=O)N12 (centres undefined) was read as HSF-1 GFP decrease -5%.
COc1ccccc1NC(=O)c1ccc([N+](=O)[O-])o1 was read as HSF-1 GFP decrease 35%.
`CN1CCN(c2ccc(-c3ccc4ccccc4n3)cc2)CC1` gave HSF-1 GFP decrease 18%.
`CCOC(=O)N1CCN(CC(O)COC2CC(C)CC(C)(C)C2)CC1` (centres undefined) gave HSF-1 GFP decrease -8%.
Screening O=C(O)c1cccc(COc2ccccc2Cl)c1 returned HSF-1 GFP decrease -5%.
Screening COc1ccc(-c2csc(/C(C#N)=C(\O)CSc3nccn3C)n2)cc1OC returned HSF-1 GFP decrease 2%.
COc1ccc(N2C(=O)CC(NNc3ncc(Cl)cc3Cl)C2=O)cc1 (centres undefined) was read as HSF-1 GFP decrease 7%.
`CC(c1ccccc1)N1CCN(C(=O)CCl)CC1` (centres undefined) gave HSF-1 GFP decrease 2%.
COc1ccc(-c2cc(C(=O)Nc3ccc(S(N)(=O)=O)cc3)c3ccccc3n2)cc1OC was read as HSF-1 GFP decrease -7%.
Screening CC(C)CCN(C(=O)CNC(=O)c1cccs1)C(C(=O)NC1CCCCC1)c1cccnc1 (centres undefined) returned HSF-1 GFP decrease 1%.
`CC1(C)CC(=O)C(CCC(=O)c2ccccc2)C(C)(C)N1` (centres undefined) gave HSF-1 GFP decrease 0%.
`CCOC(=O)Cc1nnc2c(Nc3ccccc3F)nc3nonc3n12` gave HSF-1 GFP decrease 12µM*.
CCC(C)C(NC(=O)C1CCC(=O)N1C(=O)OCc1ccccc1)C(=O)NC(C(=O)N1CCCC1C(N)=O)C(C)CC (centres undefined) was read as HSF-1 GFP decrease -12%.
Screening CCCCn1c(C(C)NC(=O)CC)nc2ccccc21 (centres undefined) returned HSF-1 GFP decrease 4%.
Screening CCc1ccc(OC(C)C(=O)N(Cc2ccco2)C2CCS(=O)(=O)C2)cc1 (centres undefined) returned HSF-1 GFP decrease -7%.
Screening COc1cccc2cc(C(=O)NCc3ccco3)c(=Nc3ccc(C(=O)O)cc3)oc12 returned HSF-1 GFP decrease -4%.
For Cc1onc(-c2c(F)cccc2Cl)c1C(=O)c1ccccc1 the results were HSF-1 GFP decrease 4%.
`COC(=O)CCN1CCc2cc(N=Nc3ccc([N+](=O)[O-])cc3)ccc21` gave HSF-1 GFP decrease 5%.
For N#CC1=C(N)Oc2cc(N)ccc2C1c1ccccc1Cl (centres undefined) the results were HSF-1 GFP decrease -2%.
NS(=O)(=O)c1cccc(NC(=O)CNC(=O)CC23CC4CC(CC(C4)C2)C3)c1 was read as HSF-1 GFP decrease -2%.
Screening COc1ccc(/C=C/C(=O)Nc2ccccc2C(=O)NCC(c2ccc(OC)cc2)N(C)C)cc1 (centres undefined) returned HSF-1 GFP decrease 31%.
`CCCC(=O)Nc1cccc(NC(=O)c2cccc([N+](=O)[O-])c2C)c1` gave HSF-1 GFP decrease 8%.
`N=c1c2c(ncn1CCCO)Oc1c(ccc3ccccc13)C2c1ccccc1` (centres undefined) gave HSF-1 GFP decrease -5%.
For CCOc1ccc(NC(=O)CN(C)C(=O)c2ccc(N3CCCC3)c([N+](=O)[O-])c2)cc1OCC the results were HSF-1 GFP decrease 4%.
Screening CCCCOC(=O)CSCC(=O)Nc1cc(C)on1 returned HSF-1 GFP decrease -5%.
c1ccc(-n2nnnc2Oc2ccc(-c3nnco3)cc2)cc1 was read as HSF-1 GFP decrease 1%.
For Cc1cccc(CSCCNC(=O)COc2ccc(Cl)cc2)c1 the results were HSF-1 GFP decrease 12%.
`O=C(CN1CCN(C(=O)c2ccccc2)CC1)Nc1ncc(Br)cc1Br` gave HSF-1 GFP decrease 9%.
Cc1ccc(S(=O)(=O)c2ncccc2[N+](=O)[O-])cc1 was read as HSF-1 GFP decrease 5.6µM*.
Screening CC1=C(C(=O)Nc2ccccc2C)C(c2cccs2)NC(=S)N1 (centres undefined) returned HSF-1 GFP decrease 3%.
Screening CC(C)(C)c1ccc(C(=O)NC(=S)N2CCCC2)cc1 returned HSF-1 GFP decrease -3%.

In the list so far, 11 contain a nitro group on carbon:
For COc1ccccc1C1NC(=O)CCC1[N+](=O)[O-] (centres undefined) the results were HSF-1 GFP decrease 2%.
Screening O=C(NC(=S)N1CCN(c2c(Cl)cccc2[N+](=O)[O-])CC1)c1cccs1 returned HSF-1 GFP decrease -2%.
COc1ccc(C2=NCCn3nc4cc([N+](=O)[O-])ccc4c32)cc1 was read as HSF-1 GFP decrease 4%.
Cc1ccc2[nH]c(=O)c(CN(C(=O)c3cccc([N+](=O)[O-])c3)C(C)C)cc2c1 was read as HSF-1 GFP decrease -5%.
Screening O=[N+]([O-])c1ccccc1Nc1cccnc1 returned HSF-1 GFP decrease -4%.
O=C(Nc1ccc([N+](=O)[O-])cc1)C1(c2ccccc2)CCOCC1 was read as HSF-1 GFP decrease 7%.
COc1ccccc1NC(=O)c1ccc([N+](=O)[O-])o1 was read as HSF-1 GFP decrease 35%.
`COC(=O)CCN1CCc2cc(N=Nc3ccc([N+](=O)[O-])cc3)ccc21` gave HSF-1 GFP decrease 5%.
`CCCC(=O)Nc1cccc(NC(=O)c2cccc([N+](=O)[O-])c2C)c1` gave HSF-1 GFP decrease 8%.
For CCOc1ccc(NC(=O)CN(C)C(=O)c2ccc(N3CCCC3)c([N+](=O)[O-])c2)cc1OCC the results were HSF-1 GFP decrease 4%.
Cc1ccc(S(=O)(=O)c2ncccc2[N+](=O)[O-])cc1 was read as HSF-1 GFP decrease 5.6µM*.
